# TbREL1 primary: TbREL1 inhibition, primary screen. TbREL1 RNA ligation, FRET fluorescence. 0.49% of 89,000 active. inhibition, % at 9.66 µM. AID 1117264. P86926;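 active = inhibition above the mean inhibition across all screened compounds plus 3 SD, cut at about 11% in these data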;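 note: 0% = plate median of test wells and 100% = NSC42067 control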
# Target sequence (P86926 whole entry, looked up): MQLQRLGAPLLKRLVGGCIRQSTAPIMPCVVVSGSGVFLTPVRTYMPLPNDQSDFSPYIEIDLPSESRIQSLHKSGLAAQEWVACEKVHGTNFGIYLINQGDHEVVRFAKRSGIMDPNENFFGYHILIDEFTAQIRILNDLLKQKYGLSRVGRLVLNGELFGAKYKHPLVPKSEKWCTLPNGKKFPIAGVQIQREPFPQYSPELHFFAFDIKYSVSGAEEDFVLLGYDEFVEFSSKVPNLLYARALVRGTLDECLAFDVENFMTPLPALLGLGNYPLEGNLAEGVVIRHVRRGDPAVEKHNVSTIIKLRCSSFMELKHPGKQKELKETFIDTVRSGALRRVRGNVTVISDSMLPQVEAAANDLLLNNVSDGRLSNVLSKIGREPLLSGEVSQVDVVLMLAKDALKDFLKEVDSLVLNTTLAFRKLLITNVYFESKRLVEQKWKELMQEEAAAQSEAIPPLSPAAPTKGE
# * marks the source's active call; other numbers are inactive results. The list is partial; count on the stated rates, not on these rows.
TbREL1 primary,smiles
-1,O=C(COC(=O)CNC(=O)c1ccccc1)NC1CCCC1
0,CCOC(=O)N1CCc2c(sc(NC(=O)C3=COCCO3)c2C(N)=O)C1
2,O=C(COc1ccccc1F)Nc1nnc(-c2ccncc2)s1
3,O=C(C1CCCCC1)N1CCC2CC1c1cc(Cl)ccc12 (stereo not drawn)
7,CCN(CC(=O)Nc1ccccc1C(F)(F)F)C(=O)CSCc1ccc(C)cc1
4,COc1ccc(CC(=O)Nc2cccc(-c3nnc(-c4ccccc4)o3)c2)cc1OC
3,Cn1c(C(=O)NC2CCCC2)cc2c(=O)n(C)c3ccccc3c21
2,O=C(NNC(=O)C1CCCCC1)c1ccco1
-1,O=C(NCC1CCCO1)C1c2ccccc2C(=O)N1Cc1ccc2c(c1)OCO2 (stereo not drawn)
1,COC(=O)Cn1c(=NC(=O)c2ccc(S(=O)(=O)N3CCc4ccccc4C3)cc2)sc2cc(OC)ccc21
-2,COc1cccc(C2/C(=C(/O)c3cnn(-c4ccccc4)c3C)C(=O)C(=O)N2CCN(C)C)c1 (stereo not drawn)
-2,COc1ccc(CNC(=O)[C@H](C)NC(=O)C2CCN(S(=O)(=O)c3ccc(C)cc3)CC2)cc1
4,O=C(N1CCN(c2ccccc2)CC1)C12CC3CC(CC(C3)C1)C2
2,O=C(Nc1ccc(F)c(Cl)c1)C1CC(=O)N(Cc2ccccc2)C1 (stereo not drawn)
-6,COc1cccc(N2CCN(C(=S)Nc3cccc(C)c3)CC2)c1
-3,Brc1cnc2nc(SCc3nc4ccccc4[nH]3)[nH]c2c1
4,Nc1cc(OC(=O)c2ccc(F)cc2)nn1S(=O)(=O)c1ccc(F)cc1
-6,C=CCNC(=S)N1CCN(CCN=CC2=C(O)CC(c3ccco3)CC2=O)CC1 (stereo not drawn)
-2,O=C(OCc1c(Cl)cccc1Cl)c1cccnc1
-4,S=C1NC[C@H](c2ccccc2)N1CC1CCCCC1
-1,CCOC(=O)N1CCC(n2c(=S)[nH]c3cc(OC)c(OC)cc3c2=O)CC1
-1,N/C(CSc1ncccc1C(F)(F)F)=N\O
-2,COc1ccc(NC(=S)Nc2ccc3cn[nH]c3c2)cc1
2,O=C(NC(NNc1ccc([N+](=O)[O-])cc1)(C(F)(F)F)C(F)(F)F)c1ccc(F)cc1
5,CC(=O)n1cc([C@H]2C=C(C(=O)O)O[C@@H](OCCCCO)C2)c2ccccc21
-3,O=C1C2C3C=CC(C3)C2C(=O)N1c1n[nH]c(CCc2ccccc2)n1 (stereo not drawn)
2,CCOC(=O)CSc1ccc2nnc(-c3cccs3)n2n1
0,O=C(NCC(c1cccs1)N1CCOCC1)c1cc(=O)[nH]c2ccccc12 (stereo not drawn)
5,O=C(Nc1ccc(Nc2ccccc2)cc1)C1CC1
2,CN1CCCC(OC(=O)COc2ccccc2)C1 (stereo not drawn)
5,CCN(CC)S(=O)(=O)c1cc(C(=O)OCC(=O)c2ccc3c(c2)NC(=O)CO3)ccc1Cl
1,CCOC(=O)CSc1cc(C)nc(NC(C)=O)n1
3,CCOC(=O)CC(=O)CSc1n[nH]c(=O)[nH]c1=O
-2,O=C(CCN1CCOCC1)NCC1COc2ccccc2O1 (stereo not drawn)
-1,COc1ccc(-c2noc(N3CCC(C(=O)N4CCN(c5ccccn5)CC4)CC3)n2)cc1
4,CN1C(=O)C(CC(=O)NCCc2ccccc2)N(NC(=O)c2ccc(Cl)cc2)C1=S (stereo not drawn)

# Four of the compounds above, field by field:
O=C(NCC(c1cccs1)N1CCOCC1)c1cc(=O)[nH]c2ccccc12 (stereo not drawn)
  TbREL1 primary = 0
O=C(Nc1ccc(Nc2ccccc2)cc1)C1CC1
  TbREL1 primary = 5
CN1CCCC(OC(=O)COc2ccccc2)C1 (stereo not drawn)
  TbREL1 primary = 2
CCN(CC)S(=O)(=O)c1cc(C(=O)OCC(=O)c2ccc3c(c2)NC(=O)CO3)ccc1Cl
  TbREL1 primary = 5

# (list continues)
TbREL1 primary,smiles
-3,COc1ccc(C(CCN2CCOCC2)c2c(OC)cc(OC)c3c(C)cc(=O)oc23)cc1 (stereo not drawn)
6,COc1cc(C(C(=O)NCc2ccccc2)N(C(=O)c2snc(C(N)=O)c2N)C2CCCC2)cc(OC)c1OC (stereo not drawn)
2,O=C(/C=C/c1ccccc1)NC(NC(=S)Nc1ccc(Cl)cc1)C(Cl)(Cl)Cl (stereo not drawn)
0,O=C1CC(NNC(=O)c2ccc(Br)cc2)C(=O)N1 (stereo not drawn)
-7,C=CCN1C(=O)[C@H](CC(=O)NCCCOCCCC)[C@@]2(C(=O)OCC)CCCC=C12
3,Cc1ccc2c(c1)C(N1CCCC1=O)CC(c1ccco1)N2 (stereo not drawn)
2,O=S(=O)(Nc1ccc2c(c1)CCC2)c1cccs1
6,C[C@@]12C(=O)N(CC3CCCO3)CC(=O)N1[C@H]1c3ccccc3OC[C@@H]1[C@@H]2c1ccccc1 (stereo partly drawn)
3,Cc1cc(C)cc(NC(=O)Nc2cccnc2)c1
0,CN(CC(=O)Nc1cccc2c1CCCC2)S(=O)(=O)c1ccccc1
3,COC(=O)c1sccc1NC(=O)c1cccc(F)c1
0,COC(=O)c1ccc(N2CCN(CC(=O)c3ccc(-c4ccccc4)cc3)CC2)c([N+](=O)[O-])c1
-1,CC(C)(C)OC(=O)C[C@H]1C/C=C\C[C@@H](CC(=O)NCCO)C(=O)N2CCC[C@H]2COC1=O
0,CC(C)(C)OC(=O)NCCCCCNC(=O)c1ncn(Cc2ccccc2)c1C(=O)NCCCCCNC(=O)OC(C)(C)C
-1,O=c1[nH]c2cc3c(cc2cc1CN(CCCO)Cc1nnnn1Cc1ccc(F)cc1)OCO3
0,CC(=O)Nc1ccc2nc(-c3ccc(Br)o3)[nH]c2c1
5,C=CCN(C(=O)[C@@H](CCCC)[C@@H](O)c1ccc2ccccc2c1)c1ccccc1
0,CC1(C)CC(=O)C=C(c2ccc(OC(F)(F)F)cc2)C1
-3,O=c1[nH]c2ccccc2cc1CN(CC1CCCO1)S(=O)(=O)c1ccc(Cl)cc1 (stereo not drawn)
4,CCN1CCN(c2nc3c(c(=O)n(C)c(=O)n3C)n2CCSc2ncccn2)CC1
1,O=C(O)CSc1ncnc2scc(-c3ccc(Br)cc3)c12
6,CCOC(=O)C1CCCN(C(=O)c2ccc(S(=O)(=O)N3CCCC3)cc2)C1 (stereo not drawn)
0,O=C(NCc1ccco1)/C(=C/c1ccc(Cl)cc1)NC(=O)c1ccco1
-3,COc1cccc(/C=C/C(=O)OCC(=O)NC2CC2)c1
6,CCCn1c(=O)c(/C(N)=N/O)nn(-c2cccc(C(F)(F)F)c2)c1=O
3,CCCN(C(=O)COC(=O)CCOc1ccccc1C)c1c(N)n(Cc2ccccc2)c(=O)[nH]c1=O
-1,O=C(NCc1ccco1)Nc1ccc(Br)cc1Cl
9,COC(=O)[C@]12C[C@H](CC(=O)NCCCCc3ccccc3)C(=O)N(Cc3ccccc3)C1=C[C@H](COCc1ccccc1)O[C@@H]2C
-2,Cc1ccccc1OCc1nc2ccc(S(=O)(=O)N3CCOCC3)cc2[nH]1
-2,CCCCNC(=S)Nc1ccccc1F
-4,CCOC(=O)c1c(CN2CCN(CCO)CC2)n(C)c2cc(Br)c(OC)cc12
-4,O=C(N1CCOCC1)N1CCN(c2nc(-c3ccc(F)cc3)cs2)CC1
-6,CN1CCN(C(=S)c2cn(Cc3ccccc3)c3ccccc23)CC1
-4,Cc1ccccc1OCC(=O)N/N=C/c1cn(C)c2ccccc12
2,COC(=O)c1ccc(/C=N/OCC(=O)NCc2ccc(F)cc2)cc1
-2,CC(=O)c1cccc(NCC(=O)Nc2cccc(S(=O)(=O)N3CCCCC3)c2)c1

# Ordered by number of heavy atoms (low to high): some entries from above
TbREL1 primary,smiles
-4,CCOC(=O)c1c(CN2CCN(CCO)CC2)n(C)c2cc(Br)c(OC)cc12
-2,CC(=O)c1cccc(NCC(=O)Nc2cccc(S(=O)(=O)N3CCCCC3)c2)c1
9,COC(=O)[C@]12C[C@H](CC(=O)NCCCCc3ccccc3)C(=O)N(Cc3ccccc3)C1=C[C@H](COCc1ccccc1)O[C@@H]2C

# Other records follow:
TbREL1 primary,smiles
0,C[C@]12c3[nH]c4ccccc4c3CCN1C(=O)C(CC(=O)NCc1ccco1)C[C@@H]2C(=O)N1CCCCC1 (stereo partly drawn)
2,COc1ccc(/C=C/C(=O)Nc2nnc(C(C)C)s2)cc1OC
0,NS(=O)(=O)c1ccc2nc(NC(=O)CS(=O)(=O)c3ccc(F)cc3)sc2c1
1,Cc1cccc(Cn2cc(COC(=O)N(C)Cc3ccccc3)nn2)c1
2,CNS(=O)(=O)c1cccc(C(=O)Nc2cccc(Cl)c2)c1
-4,COc1ccc(/C=C/C(=O)NNC(=O)C(C)Oc2ccccc2F)cc1OC (stereo not drawn)
0,CCOC(=O)c1nnc(-c2ccc(C)cc2)nc1Oc1ccc(Cl)cc1Cl
0,CN(C)C(=O)CN1C(=O)NC2(CCCc3ccccc32)C1=O (stereo not drawn)
-4,CCc1cc2c(=O)c(Oc3ccccc3F)c(C)oc2c(CN(C)C)c1O
7,Cc1occc1C(=O)Nc1nnc(C(F)(F)F)s1
-4,CC(C)NC(=O)c1sc2c(c1C(=O)Nc1cccnc1)CCCC2
-4,Nc1[nH]c(C(=O)c2ccccc2)c(-c2ccc(Cl)cc2Cl)c1C(=O)NCCc1c[nH]c2ccccc12
-1,Cc1ccc(C)c(OCCC(=O)OCC(=O)NC2CC2)c1
5,Cc1ccc(N2C(=O)c3ccc(N)cc3C2=O)cc1C
0,CN1CCCCC(NC(=O)COCc2ccccc2)C1=O (stereo not drawn)
1,CC(=O)c1ccc(N2CCN(S(=O)(=O)c3ccc4ccccc4c3)CC2)cc1
3,COc1cc(C#Cc2c(-c3cncn3C)n(C)c3ccc(-c4ccc(CN5CCOCC5)cc4)cc23)cc(OC)c1
-7,CCOC(=O)C(=NCC1CCCO1)NNc1cc(Cl)ccc1Cl (stereo not drawn)
6,COc1cccc(Cn2cnc3c(NS(=O)(=O)c4ccc(Cl)cc4)c(C)c(C)cc32)c1
2,O=C(C[n+]1cc(-c2ccc(F)cc2)n2c1CCC2)Nc1nc(-c2ccc(F)cc2)cs1
1,Cc1nn(-c2ccccc2)c(Cl)c1/C=N/Nc1nncc(=O)[nH]1
-4,COc1cc(C(=O)Sc2ccc(Cl)cc2)cc(OC)c1OC
1,O=C(CC1CCCCC1)Nc1ccc(-c2ccc3nncn3n2)cc1
-3,COc1cc(C(C(=O)NC2CCCC2)N(CCO)C(=O)Cn2nnc(-c3ccc(C)o3)n2)ccc1O (stereo not drawn)
0,O=C(N/N=C/c1cccs1)c1ccc2nc[nH]c2c1
-1,Cc1cccnc1NC(=O)CSc1nnc(Cc2ccccc2)o1
-1,CCCCC(c1nnnn1C1CCCC1)N1CCN(C2CCCCC2)CC1 (stereo not drawn)
1,CS(=O)(=O)c1ccc(Cl)c(NC(=O)CNC(=O)c2ccc3c(c2)OCO3)c1
-2,O=C(NC(c1ccccc1)c1cnccn1)C1CCN(Cc2ccc(Cl)c(Cl)c2)CC1 (stereo not drawn)
0,CN(C)c1ccc(CNC2CC(C)(C)NC(C)(C)C2)cc1
3,COc1ccc(C2CCCN2C(=O)Nc2ccc(F)cc2)cc1OC (stereo not drawn)
0,O=C1OC(NCc2cccnc2)(c2ccc(Cl)cc2)c2ccccc21 (stereo not drawn)
2,N#Cc1c(-c2ccccc2)ccn(Cc2cccc(Cl)c2)c1=O
0,CC12CCC(C(=O)Nc3cccc(NC(=O)C45CCC(C)(C(=O)O4)C5(C)C)n3)(OC1=O)C2(C)C
-2,Nc1cccc(-c2cn(-c3cc4cc(C#CC5(O)CCCCC5)ccc4oc3=O)nn2)c1
-3,O=C(Cn1sc2ccccc2c1=O)Nc1ccc(Br)cc1
0,O=C(O)c1ccc(S(=O)(=O)N2CCC3(CC2)CC(=O)c2ccccc2O3)cc1
4,COC/C=C/C1=CC2=CC(=O)C(C)(OC(=O)c3cnc4ccccc4n3)C(=O)C2=CN1Cc1ccco1 (stereo not drawn)
-2,COC(=O)c1sc2nc(C)cc(-c3ccccc3)c2c1N
0,COC(=O)CN(c1nc(C)cc(OC)n1)S(=O)(=O)c1ccccc1
-2,COc1ccc(N=Cc2c(O)[nH]c3ccccc23)cc1OC
5,c1ccc(-c2csc(N3CCc4ccccc4C3)n2)cc1
1,Cc1cc(C)cc(N(CC(=O)N2CCC(C)CC2)S(C)(=O)=O)c1
-1,Cc1ccc(S(=O)(=O)CCc2nc3ccccc3[nH]2)cc1
4,Cc1cccc(C)c1-n1nnnc1C1c2ccccc2C(=O)N1CCCN1CCOCC1 (stereo not drawn)
3,COc1cc(NC(=O)NC2CCCCN(Cc3ccc(Cl)cc3)C2=O)cc(OC)c1 (stereo not drawn)
1,O=C(N/N=C/c1cccnc1)c1cc(-c2ccc(Cl)cc2)nc2ccccc12
3,COc1ccc2c(C(c3ccccc3O)C3CCCN3S(=O)(=O)c3ccc(C)cc3)cn(C)c2c1 (stereo not drawn)

# Rewritten with bars between the fields: part of the list above
Molecule | TbREL1 primary
c1ccc(-c2csc(N3CCc4ccccc4C3)n2)cc1 | 5
Cc1cc(C)cc(N(CC(=O)N2CCC(C)CC2)S(C)(=O)=O)c1 | 1
Cc1ccc(S(=O)(=O)CCc2nc3ccccc3[nH]2)cc1 | -1
Cc1cccc(C)c1-n1nnnc1C1c2ccccc2C(=O)N1CCCN1CCOCC1 (stereo not drawn) | 4
COc1cc(NC(=O)NC2CCCCN(Cc3ccc(Cl)cc3)C2=O)cc(OC)c1 (stereo not drawn) | 3
O=C(N/N=C/c1cccnc1)c1cc(-c2ccc(Cl)cc2)nc2ccccc12 | 1

# Continued:
TbREL1 primary,smiles
-2,Cc1cc(C)cc(NC(=O)C2CCCN(S(=O)(=O)c3cnc[nH]3)C2)c1 (stereo not drawn)
-1,Cc1ccc(S(=O)(=O)N(C)Cc2ccc(C(=O)N/N=C/c3ccc(OC(F)F)cc3)cc2)cc1
0,CN(CCC1CCOCC1)C(=O)C1CCC(=O)N(CCc2cccc(F)c2)C1 (stereo not drawn)
-5,CCOC(=O)c1[nH]c(CN2CCN(c3ccc(OC)cc3)CC2)c(C(=O)OCC)c1C

# Assay outcomes deposited in PubChem by The Scripps Research Institute Molecular Screening Center.
